M17LAP inhibition = P. falciparum M17LAP inhibitors, primary screen, biochemical, fluorogenic H-Leu-NHMec substrate, 1536-well (AID 1619) | recombinant M17LAP, H-Leu-NHMec fluorogenic kinetic assay; higher % means a stronger effect | inhibition, % at 30 µM, or IC50 in µM where a hit was titrated | hit rate 0.38% among 220,000;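 active means compound inhibiting the enzyme by more than half at any dose during confirmatory dose-response retesting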;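 further: plate controls were full reaction with DMSO carrier for no effect and no enzyme background for full effect; strong numbers were not always called active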
ER stress rescue = protection against thapsigargin-triggered cell killing – 384-well, CSM14.1, ATP luminescence, primary screen (AID 1222). 190,000 tested, under 10 active. cellular ATP content (survival), % at 20 µM, or EC50 in µM where a hit was titrated. CSM14.1 thapsigargin-induced death rescue, ATP luminescence; higher % means a stronger effect;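 active means EC50 below 50 µM in the dose-response confirmation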;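 further: death triggered by thapsigargin at about 15 µM added after 2 h compound pretreatment; cell ATP read after overnight thapsigargin exposure of roughly 18 to 22 hours; normalized against plate controls of thapsigargin alone and 5% DMSO vehicle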
P. falciparum M1AAP = malaria alanyl aminopeptidase activity blockers – biochemical, fluorogenic H-Leu-NHMec substrate, 1536-well (AID 1445). hit rate 0.42% among 220,000. inhibition, % at 30 µM; hits with a dose series show IC50 in µM. recombinant M1AAP, H-Leu-NHMec fluorogenic kinetic assay; higher % means a stronger effect;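 active means primary inhibition above the hit cutoff, then over 50% inhibition at one or more dose response concentrations, cut at about 23% in these data, passing the limit was not always enough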;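 further: plate controls were DMSO full reaction for no effect and no enzyme background for full effect; strong numbers were not always called active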
XIAP antagonists = small molecules displacing peptide from XIAP – biochemical, IAP family, fluorescence polarization (AID 1018); XIAP BIR domain, fluorescence polarization peptide displacement; higher % means a stronger effect; hit rate 0.007% among 200,000; displacement, % at 20 µM, or IC50 in µM where a hit was titrated; in the data active means displacement above about 50%; further: a part of the inactive calls stands beside numbers as strong as those of hits
NOD2 inhibition = inhibition of NOD2-driven NF-kB reporter – cell-based, luminescence, uHTS, HEK293 (AID 1566); HEK293 NOD2/NF-kB luciferase reporter, luminescence; higher % means a stronger effect; one-dose inhibition, % at 4 µM; EC50 in µM for titrated hits; hit rate 0.63% among 290,000; further: many of its hits are not listed in these tables
Siah-1 displacement = Siah-1 peptide-binding antagonists, primary screen, biochemical, fluorescence polarization, rhodamine-plectin, uHTS (AID 1817); hit rate 0.02% among 290,000; one-dose displacement, % at 20 µM; IC50 in µM for titrated hits; Siah-1 / rhodamine-plectin peptide fluorescence polarization; higher % means a stronger effect;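 active means displacement of at least 50% at 20 µM, with a fluorescence ratio check between 0.3 and a set limit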;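 further: plate controls were Siah plus tracer with DMSO for no effect and tracer alone without Siah for full effect; strong numbers were not always called active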
AID2073 = disruptors of CaV2.2 binding to Mint1 – biochemical, HTRF (AID 2073) | HTRF protein-protein interaction, Mint1-CaV2.2; higher % means a stronger effect | hit rate 0.19% among 290,000 | one-dose inhibition, % at 20 µM; IC50 in µM for titrated hits; in the data active means inhibition mostly above about 51%, no sharp cut-off; further: some results filed as inactive read as strong as hits
LYP phosphatase = PTPN22 lymphoid phosphatase activity blockers – biochemical, fluorescence intensity, uHTS (AID 1779) | recombinant LYP phosphatase, fluorescence intensity; higher % means a stronger effect | inhibition, % at 11.5 µM, or IC50 in µM where a hit was titrated | hit rate 0.054% among 290,000;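 further: plate controls were vehicle with enzyme for no effect and no enzyme for full effect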
Hep lipid drop = modulators of hepatic lipid droplet formation; AML12 mouse hepatocytes, oleate lipid droplets, BODIPY imaging; inhibition, % at 6.5 µM; hit rate 0.4% among 240,000; AID 1656;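 active means lipid droplet intensity inhibited by at least 50%, with more than 500 cells counted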
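Assay system: AML12 hepatocytes (mouse) / Also added: 100 µM oleic acid challenge / Times: overnight treatment with compound plus oleate / Detection: high-content imaging of BODIPY-stained droplets and DAPI nuclei / Evaluation: % inhibition of lipid droplet signal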
Hep lipid drop cells 6.5 µM = further read-out of Hep lipid drop, marked with its call; cell count; measured here: cell count, cytotoxicity flag;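 cells counted across two imaged fields per well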
* = called active by the depositor; / = no result given. Unless noted, no stated cut-off is given here; in the data, active means inhibition above about 50%; inactive means the rest. Only part of the results is shown, so the mix of outcomes need not match the whole.

# | SMILES | M17LAP inhibition | ER stress rescue | P. falciparum M1AAP | XIAP antagonists | NOD2 inhibition | Siah-1 displacement | AID2073 | LYP phosphatase | Hep lipid drop | Hep lipid drop cells 6.5 µM
1 | Cc1ccnc(NC2(C(F)(F)F)N=C3SCCN3C2=O)c1 (stereo unspecified) | -2% | 0.0% | 6% | -2.5% | 8% | 3% | -3% | -12% | 0 | 683
2 | O=C(CN(c1ccc([N+](=O)[O-])cc1)S(=O)(=O)c1ccccc1)N1CCCCC1 | / | / | / | / | -22% | -4% | 7% | -7% | -15 | 746
3 | COc1cc(C2C3=C(CC(C)(C)CC3=O)N(C)C(=O)N2C)cc(OC)c1OC (stereo unspecified) | 3% | 0.1% | 1% | 0.1% | 13% | -4% | -4% | -3% | / | /
4 | CCC1(C)Cc2ccccc2-c2nc(NCCCO)n(C)c(=O)c21 (stereo unspecified) | -35% | / | 9% | / | 2% | 3% | 27% | -11% | -2 | 709
5 | O=C(CSc1ccc(-c2ccc(F)cc2)nn1)N1CCN(c2ccccc2)CC1 | 16% | 5.1% | 7% | -2.1% | -8% | 3% | -1% | 1% | 4 | 684
6 | Cc1cccc(C(=O)O/N=C/c2c(Cl)n(C)c3ccccc23)c1 | 0% | 0.0% | 0% | -1.3% | -4% | 3% | -2% | -4% | -2 | 622
7 | COCC(C)N1CCC(Oc2cccc(C(=O)NCCc3ccccc3)c2)CC1 (stereo unspecified) | / | / | / | / | 8% | -8% | 6% | -9% | -2 | 665
8 | Cc1ccc(-c2csc3ncnc(-n4nc(C)cc4N)c23)cc1 | 2% | -2.2% | 12% | -9.1% | 12% | 1% | 7% | -5% | / | /
9 | CC(NC(=O)c1cccnc1)C(c1ccccc1)N1CCN(C)CC1 (stereo unspecified) | -7% | 1.8% | 3% | -5.6% | 22% | 2% | 9% | -4% | -2 | 733
10 | Cn1c(=O)c2cc(S(=O)(=O)NCCC(=O)NCCc3ccc(Cl)cc3)ccc2n(C)c1=O | -7% | -3.1% | 0% | -19% | -12% | 2% | 0% | 4% | / | /
11 | COc1ccc(N(C)C(=O)Cc2c(C(=O)O)n(C)c3ccccc23)cc1 | / | / | / | / | 13% | 1% | 14% | -2% | / | /
12 | COC(=O)c1ccccc1N1C(=O)[C@@H]2C(c3ccc(Br)cc3)=NO[C@@H]2C1=O | 7% | -0.9% | 6% | -2.7% | -2% | 2% | 4% | 10% | -1 | 803
13 | CC(NC(=O)CN(C)S(=O)(=O)c1cnc[nH]1)c1ccccc1 (stereo unspecified) | 27% | 6.1% | 55µM* | 1.8% | 2% | 6% | -7% | -5% | -13 | 684
14 | Oc1ccc(-c2nc(=S)[nH][nH]2)cc1 | 21µM* | -1.1% | 44% | -3.9% | -8% | -1% | -4% | -6% | 8 | 733
15 | Cc1onc(-c2c(Cl)cccc2Cl)c1C(=O)N[C@@H]1C(=O)N2[C@@H]1SC(C)(C)[C@@H]2C(=O)O | / | / | / | / | -1% | 4% | -1% | -6% | 9 | 817
16 | COc1ccc(CN2CCN(C(=O)c3ccc(-c4ccccc4)cc3)CC2)c(OC)c1OC | 2% | -0.7% | 4% | -0.4% | 2% | 0% | -7% | 2% | 0 | 717
17 | O=C(CCn1c(=S)[nH]c2ccccc2c1=O)Nc1ccc(F)cc1 | / | / | / | / | 12% | 10% | -8% | -6% | 11 | 697
18 | Cc1csc(NC(=O)CCCSc2nc3ccccc3s2)n1 | -5% | -1.7% | 4% | -3.2% | 16% | -4% | -1% | -1% | -22 | 662
19 | CCOCCCNC(=O)NC(=O)CN1CCN(S(=O)(=O)c2ccc3c(c2)OCCO3)CC1 | -1% | -0.6% | 6% | -6.2% | 2% | 2% | -3% | -3% | 3 | 679
20 | Cc1cc(C)c(S(=O)(=O)Nc2ccc3c4c(cccc24)CC3)c(C)c1 | 3% | -1.6% | 15% | -8.3% | -24% | -5% | -4% | 2% | / | /
21 | CCOC(=O)C1CCCN(Cc2ccccc2C)C1 (stereo unspecified) | 10% | -3.1% | 9% | -0.4% | 15% | -1% | -3% | -12% | -1 | 781
22 | COc1ccccc1CN1C(=O)c2ccccc2C1C(=O)NC1CCC(C)CC1 (stereo unspecified) | -8% | 0.0% | 8% | -1.7% | 9% | 1% | -1% | -1% | -12 | 673
23 | Cc1cc(NC(=O)CCSc2ccccc2)no1 | -1% | 2.0% | 1% | -2.4% | 6% | -1% | 0% | -11% | -8 | 668
24 | CCN(CC(=O)Nc1ccc(C(C)=O)cc1)CC(=O)Nc1ccccc1C(F)(F)F | -5% | -0.5% | -1% | -5.8% | 4% | -8% | 2% | -4% | -7 | 668
25 | O=C(CSCc1ccccc1Br)NC1CC1 | 18% | -5.5% | 0% | 1.9% | -20% | 8% | -2% | -2% | 6 | 658

Compounds 23 to 25, quoted:
# | SMILES | M17LAP inhibition | ER stress rescue | P. falciparum M1AAP | XIAP antagonists | NOD2 inhibition | Siah-1 displacement | AID2073 | LYP phosphatase | Hep lipid drop | Hep lipid drop cells 6.5 µM
23 | Cc1cc(NC(=O)CCSc2ccccc2)no1 | -1% | 2.0% | 1% | -2.4% | 6% | -1% | 0% | -11% | -8 | 668
24 | CCN(CC(=O)Nc1ccc(C(C)=O)cc1)CC(=O)Nc1ccccc1C(F)(F)F | -5% | -0.5% | -1% | -5.8% | 4% | -8% | 2% | -4% | -7 | 668
25 | O=C(CSCc1ccccc1Br)NC1CC1 | 18% | -5.5% | 0% | 1.9% | -20% | 8% | -2% | -2% | 6 | 658

(cont.)
# | SMILES | M17LAP inhibition | ER stress rescue | P. falciparum M1AAP | XIAP antagonists | NOD2 inhibition | Siah-1 displacement | AID2073 | LYP phosphatase | Hep lipid drop | Hep lipid drop cells 6.5 µM
26 | Cc1ccc(-n2ncc3c2CCCC3NC(=O)CCCN2CCCCC2=O)cc1C (stereo unspecified) | / | / | / | / | 6% | 5% | 5% | -5% | 10 | 689
27 | O=C(CCSc1nnc(-c2ccco2)o1)Nc1ccccc1 | -8% | -1.7% | -3% | -3.6% | 0% | -2% | -10% | 4% | / | /
28 | Cc1nn(C)c(C(=O)N/N=C/c2ccccn2)c1[N+](=O)[O-] | / | / | / | / | 3% | 4% | 6% | -8% | -20 | 658
29 | COc1ccccc1C(=O)NCc1ccncc1 | 12% | 2.1% | 1% | -4.4% | 10% | 4% | 7% | -7% | / | /
30 | CSc1nc(-c2ccc(C)cc2)nc(N)c1C#N | -1% | / | -2% | / | 9% | 3% | 2% | -3% | 2 | 650
31 | CN(CCCn1c(=S)[nH]c2ncccc2c1=O)Cc1ccccc1 | -2% | -1.0% | 1% | -0.8% | 1% | 4% | -14% | -4% | / | /
32 | Cc1ccc(-n2nc(C)c3c2OC(N)=C(C#N)C3c2ccncc2)cc1 (stereo unspecified) | 22% | 8.8% | 12% | -1.3% | 0% | 6% | -8% | -7% | / | /
33 | Cc1csc(-c2cccnc2)n1 | -7% | 0.9% | -1% | -5.8% | 3% | -5% | -6% | -6% | -17 | 772
34 | Cc1nnc(NC(=O)CCC(=O)NCc2cccs2)s1 | -5% | -1.1% | 11% | -3.3% | 4% | -3% | -5% | -8% | / | /
35 | Cc1ccc(-c2onc(C)c2C)cc1S(=O)(=O)N1CC(C)Oc2ccccc21 (stereo unspecified) | / | / | / | / | 7% | 2% | 0% | 5% | -26 | 712
36 | COc1ccc(OC2C(=O)N(CCc3ccc(OC)c(OC)c3)C2c2ccc3c(c2)OCO3)cc1 (stereo unspecified) | 0% | -1.3% | 3% | 0.0% | 7% | 4% | -3% | -4% | -13 | 685
37 | OCCN(Cc1ccccc1)CC1CC2C=CC1C2 (stereo unspecified) | 12% | -0.4% | -1% | -5.0% | -7% | 7% | -1% | -10% | -1 | 773
38 | COCCOc1ccc(C(F)(F)F)cc1NC(=O)c1ccc(C)cc1 | 3% | -2.5% | -1% | -6.3% | 17% | 6% | 15% | -7% | -22 | 632
39 | CN(Cc1ccccc1)C(=O)CSc1cc(=O)n(C)c2ccccc12 | 12% | -1.5% | 2% | -3.1% | 1% | 9% | 6% | -2% | -2 | 712
40 | O=C(NCCO)C(=O)c1c(-c2ccc(Cl)cc2)cc2ccccn12 | 0% | 1.0% | 1% | -2.2% | 3% | 2% | -4% | -6% | 6 | 661
41 | Cc1ccccc1NC(=O)c1nnn(-c2ccc3c(c2)OCCO3)c1N | / | / | / | / | -47% | -4% | 9% | 3% | 3 | 849
42 | COc1ccc(C2=NOC(C(=O)NCCCn3ccnc3)C2)cc1 (stereo unspecified) | 11% | -1.0% | 2% | -6.8% | 9% | -2% | 2% | -8% | 10 | 800
43 | CCCC1=NN2C(=N)/C(=C\c3cc(C)n(Cc4ccccc4)c3C)C(=O)N=C2S1 | -4% | / | 10% | / | 29% | 7% | 18% | 1% | 17 | 725
44 | COc1cccc(-c2cc(C(=O)N3CCN(C(=O)c4ccco4)CC3)[nH]n2)c1 | / | / | / | / | 3% | -3% | 6% | -7% | 10 | 741
45 | CCCCCn1c(C(C)NC(=O)CCC)nc2ccccc21 (stereo unspecified) | 4% | -2.4% | -7% | -5.2% | 4% | 3% | 12% | 0% | -9 | 682
46 | O=C(CC1(O)C(=O)Nc2ccc(Br)cc21)c1ccc2c(c1)OCO2 (stereo unspecified) | -2% | -2.9% | 11% | 0.3% | 3% | 7% | -4% | 3% | / | /
47 | COc1ccc(-n2nc(C(=O)NCC(=O)N3CCN(c4ccc(F)cc4)CC3)c3ccccc3c2=O)c(OC)c1 | / | / | / | / | -9% | 3% | 22% | 0% | 8 | 827
48 | CC(C)c1ccc(NC(=O)c2ccc3c(c2)CCN3S(C)(=O)=O)cc1 | / | / | / | / | -2% | 4% | 8% | -6% | -2 | 763

Single records (already shown). Values in the order: M17LAP inhibition, ER stress rescue, P. falciparum M1AAP, XIAP antagonists, NOD2 inhibition, Siah-1 displacement, AID2073, LYP phosphatase, Hep lipid drop, Hep lipid drop cells 6.5 µM
CCCC1=NN2C(=N)/C(=C\c3cc(C)n(Cc4ccccc4)c3C)C(=O)N=C2S1 is listed with -4%, /, 10%, /, 29%, 7%, 18%, 1%, 17, 725
Cc1ccccc1NC(=O)c1nnn(-c2ccc3c(c2)OCCO3)c1N is listed with /, /, /, /, -47%, -4%, 9%, 3%, 3, 849
CC(C)c1ccc(NC(=O)c2ccc3c(c2)CCN3S(C)(=O)=O)cc1 is listed with /, /, /, /, -2%, 4%, 8%, -6%, -2, 763
Cc1nn(C)c(C(=O)N/N=C/c2ccccn2)c1[N+](=O)[O-] is listed with /, /, /, /, 3%, 4%, 6%, -8%, -20, 658

Screens: PubChem BioAssay, several laboratories
